Screening data (PubChem BioAssay)
LmPK inhibitor = inhibitors of Leishmania mexicana pyruvate kinase; Q27686; purified LmPK, Kinase-Glo ATP luminescence, 1 h; Potency, µM (top dose mostly 57.5 µM), inactives show at the top dose activity change, negative = inhibition, usual class: inhibitors; hit rate 0.37% among 290,000; note: potency is the fitted concentration of half-maximal effect; % is set by controls: 0 for no effect and ±100 for the full control effect
Target sequence (Q27686 whole entry, looked up): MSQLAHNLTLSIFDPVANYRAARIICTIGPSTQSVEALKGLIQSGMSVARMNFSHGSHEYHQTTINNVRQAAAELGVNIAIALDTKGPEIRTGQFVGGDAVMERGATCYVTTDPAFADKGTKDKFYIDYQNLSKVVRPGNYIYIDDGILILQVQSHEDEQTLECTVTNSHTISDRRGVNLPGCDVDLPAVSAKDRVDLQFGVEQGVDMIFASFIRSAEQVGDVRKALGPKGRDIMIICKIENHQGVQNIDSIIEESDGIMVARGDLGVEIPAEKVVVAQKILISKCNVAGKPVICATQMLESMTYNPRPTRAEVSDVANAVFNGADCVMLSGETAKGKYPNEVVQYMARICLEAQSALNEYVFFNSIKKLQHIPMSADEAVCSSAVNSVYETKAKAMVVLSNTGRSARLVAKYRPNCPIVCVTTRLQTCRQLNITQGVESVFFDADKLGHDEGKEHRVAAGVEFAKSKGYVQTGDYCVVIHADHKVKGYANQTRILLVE
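0.1 nM LmPK, 0.5 mM PEP, 0.1 mM ADP; 50 mM imidazole pH 7.2, 7 mM MgCl2, 50 mM KCl; 1 h RT. Kinase-Glo luminescence readout, normalized to no-enzyme (full inhibition) and uninhibited wells.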
Shiga inhibitor = blocks Shiga toxin action in Vero cells. Vero cells, Shiga toxin protein synthesis inhibition reporter. inhibition, % at 38.7 µM. hit rate 9.2% among 290,000. AID 2315; in the data active = inhibition mostly above about 28%, no sharp cut-off; inactive = mostly below about 43%; note: 0% is about no effect
HCV inh = blocks hepatitis C virus; Huh7.5.1 HCVcc-Cre infection, luciferase reporter, 44 h; hit rate 3.4% among 340,000; AID 651820; Potency, µM (top dose mostly 41.8 µM), for the others: at the top dose activity change, negative = inhibition, most hits filed as inhibitors; note: potency is the fitted concentration of half-maximal effect; % is set by controls: 0 for no effect and ±100 for the full control effect
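Infectious HCV cell culture screen: compound-treated cells (1,000/well, pre-plated 4 h) are infected with HCVcc-Cre at roughly 0.5 moi and grown 44 h. Infection is quantified by luciferase signal after 15 min substrate incubation at room temperature.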
Pf growth 96h = inhibits malaria parasite growth, 96 h; P. falciparum luciferase reporter growth, 96 h; Potency, µM (top dose mostly 28.7 µM), inactives show top-dose activity change, negative = inhibition, actives largely listed as inhibitors; hit rate 6.9% among 320,000; AID 504834; note: potency is the fitted concentration of half-maximal effect; % is set by controls: 0 for no effect and ±100 for the full control effect
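Delayed-death screen, second-generation endpoint: infected erythrocytes, 2% hematocrit, 0.05% parasitemia final; 96 hours at 37 C, 5% CO2; luciferase detection reagent; luminescence decrease equals reduced growth.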
CHX counter = counter-screen hit for Shiga toxin inhibitors, cycloheximide; cell reporter, cycloheximide protein synthesis inhibition counterscreen; max response, %; hit rate 12% among 300,000; AID 2314; in the data active = max response mostly above about 13%, no sharp cut-off; inactive = mostly below about 14%; note: read at 38.3 µM for the half of the compounds with a filed dose; 0% is about no effect
TbPYK inhibitor = blocks Trypanosoma brucei pyruvate kinase | Potency, µM (doses to about 76.8 µM), without a hit: top-dose activity, negative = inhibition, most hits filed as inhibitors | hit rate 0.12% among 410,000 | TbPYK enzyme, Kinase-Glo Plus ATP luminescence, 45 min | Q57TT1 | AID 624173; note: potency is the fitted concentration of half-maximal effect; % is set by controls: 0 for no effect and ±100 for the full control effect; nearly all actives have a fitted effect of over 50% in size
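ADP (130 uM final) triggers the TbPYK reaction after compound addition; incubation is 45 min at room temperature. Kinase-Glo Plus is then added and luminescence imaged. Normalized data are fitted to concentration-effect curves.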
Pf growth 48h = inhibits P. falciparum growth in the first generation, 48 h; hit rate 5.9% among 310,000; AID 504832; Potency, µM (highest dose often 28.7 µM), inactives show at the highest dose activity change, negative = inhibition, most hits filed as inhibitors; P. falciparum luciferase growth in erythrocytes, 48 h; note: potency is the fitted concentration of half-maximal effect; % is set by controls: 0 for no effect and ±100 for the full control effect
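Luciferase-expressing P. falciparum in infected erythrocytes (2% hematocrit, 0.1% parasitemia final) in RPMI 1640/0.5% Albumax were exposed to compound for 48 hours at 37 C, 5% CO2; growth read as luminescence.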
* = called active by the depositor; i = inactive; u = inconclusive; x = not tested or not shown; & = joins results of further samples; ! = not confirmed by another sample; [ ] = remark or other dose. Unless noted, calls come from the whole dose curve; as a rule, active = well fitted curve in the direction sought with a large enough effect; inconclusive = small, poorly fitted or top-dose-only effect, or another doubt; inactive = no such curve, though single readings can be large; an effect the other way counts as inactive or inconclusive.

structure	HCV inh	Pf growth 48h	LmPK inhibitor	Pf growth 96h	Shiga inhibitor	TbPYK inhibitor	CHX counter
O=C(NC1CCCC1)c1cc(-c2ccc(F)cc2)on1	-10%	117%[activator]	-1%	124%[activator]	96*	-2%	46*
O=C(NCc1ccccc1)C1=C[C@H](c2coc3ccccc3c2=O)C[C@H](OCCCCO)O1	-10%[8.37 µM]	u	3%	10µM*	-12	4%	1
O=C1/C(=C\c2ccc3ccccc3c2)CCCc2ccccc21	u	u	-16%	-111%	73*	-5%	60*
CCN(CC)S(=O)(=O)c1ccc(C)c(NC(=O)COC(=O)C=C(C)C)c1	-13%	6%	-1%	-1%	-1	4%	-4
Cc1ccc(-n2c(=O)[nH]c3c(oc4ccccc43)c2=O)cc1	8%	-6%	-6%[11.5 µM]	-2%	4	-1%	1
COc1ccc(CCC(=O)NNC(=O)Nc2ccc(C(C)C)cc2)cc1	7%	-7%	2%	32%[activator]	-4	3%	-1
Cc1cc2oc(=O)cc(-c3ccccc3)c2c(C)c1-c1ccc(F)c(Cl)c1	6%	x	x	x	i	5%	8
CCC1CCCCN1Cc1nc2c(c(=O)n(C)c(=O)n2C)n1Cc1cccc2ccccc12 (configuration not stated)	4%	u	1%	0%	2	-5%	-2
C[C@]12CC[C@@H]3c4ccc(O)cc4[C@@H](O)C[C@H]3[C@@H]1CC[C@@H]2O	-5%[8.37 µM]	13%	1%	-23%	-5	x	-2
COc1cc(O)c(C(CC(=O)N2CCCCC2)c2cc(OC)c(OC)c(OC)c2)c(OC)c1 (configuration not stated)	15%	-19%	0%	u	81*!	4%	47*!
CCOc1ccc2nc(NC(=O)C3CCN(S(=O)(=O)c4cnc[nH]4)CC3)sc2c1	0%	x	7%	u	-2	-2%	-2
O=C(Nc1ccccn1)c1cc2cc([N+](=O)[O-])ccc2s1	2%	98%[activator]	8%	252%[activator]	79*	8%	40*
O=[N+]([O-])c1cccc(CN2CC=C(c3ccc(F)cc3)CC2)c1	-16%	-6%	-5%	10µM*	-4	4%	1
CCC(=O)N1CCc2cc(-c3csc(NC(=O)c4ccco4)n3)ccc21	u	u	-7%	25%	55	0%	28*
CCCc1[nH]nc2c1C(c1ccc(OC)c(Cn3nc(C)c(Br)c3C)c1)C(C#N)=C(N)O2 (configuration not stated)	17%	u	0%	10%	-10	1%	-2
COc1ccc(/C=C/C(=O)OCC(=O)Nc2cccc(Oc3ccccc3)c2)c(OC)c1	u	-24%	2%	u	-4	-14%	-2
C=C1[C@H]2CC[C@H]3[C@]4(C)C[C@H](O[C@H]5O[C@H](CO)[C@@H](OS(=O)(=O)O)[C@H](OS(=O)(=O)O)[C@H]5OC(=O)CC(C)C)C[C@@H](C(=O)O)[C@H]4CC[C@]3(C2)[C@H]1O	-15%	u	x	u	x	0%	x
O=C(O)CCN1C(=O)/C(=C2\C(=O)N(Cc3ccc(F)cc3)c3ccccc32)SC1=S	u	6%	4%	1%	-7	-3%	-3
O=C(CSc1nnc(COc2ccccc2)o1)N1CCOCC1	-4%	u	-3%	11%	5	8%	-1
Nc1cc(S(=O)(=O)Nc2cc(Cl)ccc2Cl)ccc1N1CCCC1	-17%	2%	2%	28%	-2	-13%	17
CS(=O)(=O)N1CCc2cc(C(=O)Nc3ccccc3Cl)ccc21	-18%	18%	-5%	u	37	7%	27*
CCCCCCn1c(SCC(C)C)nc2c1c(=O)[nH]c(=O)n2C	u	u	5%	u	-13	-2%	-1
Cc1nc(CNS(=O)(=O)c2cc([N+](=O)[O-])ccc2C)cs1	5%	15%	-5%	32%[activator]	-2	6%	-1
CCc1ccc2[nH]c(=O)c(CN(Cc3ccccc3OC)Cc3nnnn3Cc3ccco3)cc2c1	8.9µM*	4.7µM*	5%	u	8	-8%	8
O=C(CN1C2=NCCN2c2ccccc21)c1cccs1	-32%	-21%	-1%	u	-3	-14%	5
Cc1cc(C)cc(NC(=O)CSc2nnc(Cn3c(=O)sc4ccccc43)n2C)c1	9%	-9%	7%	u	-5	-3%	-1
NP(=O)(OCCCc1ccccc1)Oc1ccc(Cl)cc1 (configuration not stated)	-1%	-33%	3%	-93%	-5	3%	-2
COc1ccc(C(=O)N/N=C/C23CC[C@@H](O)CC2(O)CC[C@@H]2[C@@H]3CCC3(C)C(C4=CC(=O)OC4)CCC23O)cc1 (some centres not stated)	3%	-18%	1%	-3%	-25	2%	-5
O=C(Nc1nc2nc(-c3ccccc3)cc(=O)n2[nH]1)c1ccc(F)cc1	x	59%[activator]	x	0%	x	-6%	x
Cc1ccc(C(=O)NC(=C(Cl)Cl)S(=O)(=O)c2ccc(Cl)cc2)cc1	u	5%	7%	6%	87*	0%	48*
CN(C)S(=O)(=O)c1ccc(Cl)c(NC(=O)CSc2nc3c(cc2C#N)C(=O)CC(C)(C)C3)c1	-6%	u	-2%	u	-2	-1%	-1
O=C(c1cccs1)c1ccc(-c2cccs2)s1	u	-20%	u	u	36	3%	30*
CCCCCCCC(=O)OC(CN1CCCCCC1)CN1CCCC1=O (configuration not stated)	-5%	23%	0%	47%[activator]	5	-1%	1
CC(=O)Oc1ccc(C(=O)Nc2ccc(S(=O)(=O)NCC3CCCO3)cc2)cc1 (configuration not stated)	u	u	-12%	4%	-6	-18%	-2
O=C(NCCc1ccccc1)C1CCCN1C(=O)Nc1ccc(Cl)cc1 (configuration not stated)	-12%	-1%	-7%	u	-5	-3%	-1
Cn1cc([N+](=O)[O-])c(C(=O)N/N=C/c2cc3c(cc2Br)OCO3)n1	-13%	9%	3%	15%	2	-7%	-3
CCOC(=O)C1CCN(Cc2nc(-c3ccc(OC)c(OC)c3)no2)CC1	u	u	4%	x	-14	1%	-4
O=C(COC(=O)COc1ccc(Cl)cc1)NC1CCS(=O)(=O)C1 (configuration not stated)	10%	-7%	x	28%	x	2%	x
COc1ccc(CCNC(=O)c2ccccc2OCc2c(C)noc2C)cc1	-17%	u	x	u	x	-3%	x
Cn1nnnc1SCC(=O)Nc1ccc(C(=O)N2CCN(Cc3ccccc3F)CC2)cc1	1%	u	x	-20%	x	0%	x
CC(C)(Cc1ccccc1)/[N+]([O-])=C\c1ccccc1	-1%	-7%	x	62%[activator]	x	-7%	x
O=C(CCNC(=O)c1ccco1)Nc1ccc(Cl)c(C(F)(F)F)c1	13%	-6%	-3%	1%	16	-1%	-3
Cc1ccc(CSc2ccc3nnc(-c4ccccn4)n3n2)cc1	10%	2.9µM*	-1%	10µM*	-10	1%	0
COC(=O)c1cc(=O)nc2sc(-c3cccs3)nn12	-1%	-1%	5%	x	-20	4%	0
Nc1nc(SCc2nc3sc4c(c3c(=O)[nH]2)CCCC4)n[nH]1	-1%	-6%	1%	-7%	-1	-6%	3
Cc1ccc(NC(=O)c2ccc3c(c2)nnn3C)cc1	1%	107%[activator]	1%	93%[activator]	35*	-13%	13
O=c1oc2ccccc2cc1-c1csc(Nc2nc3c(F)cccc3s2)n1	13µM*	u	6%	u	2	-17%	5
CCn1nc(C(=O)OCc2c(C)noc2C)c2ccccc2c1=O	43%[activator]	-5%	-2%	1%	-13	-3%	3
CCn1ccnc1CN1CCCC(C(=O)c2cc(F)ccc2OC)C1 (configuration not stated)	-13%	u	8%	-4%	-9	-7%	-1
Cc1ccccc1CNC(=O)CCCC(=O)n1nc(C)c2ccccc21	u	14%	4%	0%	-5	-2%	-1
O=C(O)CSc1nc2sc3c(c2c(=O)n1Cc1ccccc1)CCCCC3	30%[activator]	55%[activator]	3%	43%[activator]	40*	2%	26*
COc1ccccc1C1CCN(c2ccc([N+](=O)[O-])cn2)CC1	-5%	5%	-1%	73%[activator]	-6	4%	4
Cc1cc(C)n(-c2cc(N3CCN(C(=O)c4ccc(C(C)(C)C)cc4)CC3)ccc2[N+](=O)[O-])n1	u	4.7µM*	1%	9.3µM*	-11	4%	7
Cc1ccc(/C=N/NC(=O)c2ccoc2C)o1	20%	104%[activator]	u	40%[activator]	117*	-11%	44*
CCn1c(COc2ccccc2C)nnc1SCc1nc2ccccc2c(=O)[nH]1	x	40%[activator]	-7%	u	-3	x	13
CC(=O)NC1C(=O)N(CCN2CCOCC2)c2ccc(F)cc21 (configuration not stated)	11%	4%	0%	-14%	5	-11%	-1
CC1CN(C(=O)COc2coc(CN3CCc4ccccc4C3)cc2=O)CC(C)O1 (configuration not stated)	16%	21%	x	-4%	x	15%	x
COC(=O)c1ccc(/C=C2\SC(=S)N(CCCC(=O)NCCCN3CCOCC3)C2=O)cc1	-6%	u	-11%	-2%	-9	-5%	-5
O=C(Nc1ccccc1)c1ccccc1NC(=O)C(F)(F)F	u	63%[activator]	1%	x	53	-14%	11
Fc1ccc(NCc2nnc3n2CCCCC3)cc1	4%	17%	-1%	4%	19	-10%	2

More records:
structure	HCV inh	Pf growth 48h	LmPK inhibitor	Pf growth 96h	Shiga inhibitor	TbPYK inhibitor	CHX counter
COc1ccc(-c2ccc(SCC(=O)N3CCOCC3)nn2)cc1	x	63%[activator]	-9%	u	42	10%	21
CCCCOC(=O)c1ccc(OC(=O)N2CCOCC2)cc1	11%	2%	-3%	-8%	33	2%	29*
Cc1ccc(C)c(/C=N/n2cc(-c3ccccc3)[nH]c2=S)c1	u	u	2%	u	33	-22%	3
CC1Cc2ccccc2N1C(=O)CSc1nc2ccccc2n1CC(=O)N1CCOCC1 (configuration not stated)	9%&4%	-13%	0%	1%	-14	0%	-1
CC(C)C(NS(=O)(=O)c1cccs1)C(=O)NCCN1CCN(c2ccccc2)CC1 (configuration not stated)	-2%	15%	-2%	1%	-5	-1%	1
COc1ccc2cc(CN(CCc3ccccc3)Cc3nnnn3Cc3ccco3)c(=O)[nH]c2c1	-6%	6.6µM*	6%	8%	-15	3%	-2
COc1ccc(C2C(C(=O)N3CCOCC3)CCC(=O)N2c2cc(OC)c(OC)c(OC)c2)cc1 (configuration not stated)	2%&8%	5%	-2%	-3%	-2	5%	-2
Cc1ccsc1/C=C1/SC(=O)N(CC(=O)N2CCOCC2)C1=O	24%	119%[activator]	4%	0%	70	4%	25*
CCCN(CCc1cccs1)[C@H]1CCc2c(O)cccc2C1	x	6.7µM*	x	1.5µM*	x	-5%	x
Cc1ccc(NC(=O)/C(=C\c2ccc3c(c2)OCO3)NC(=O)c2ccco2)cc1	-14%	-2%	4%	3%	15	-2%	10
